# Screening results: PubChem BioAssay, Broad Institute
# C2C12 statin – suppressors of simvastatin-induced myotoxicity in C2C12 myotubes; AID 602340; actives 0.78% (n = 330,000); ATP luminescence, 48 h; scaled: DMSO 0, geranylgeraniol control 100; rescue of ATP level, % at 7.49 µM;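 active = mean ATP rescue above about 67%, or every replicate alone reaching that limit, limit read from the data, passing the limit was not always enough; inconclusive = no clear call, values can overlap the other calls; inactive = mean under the limit and some replicate under it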;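 note: myotubes were challenged with 10 µM simvastatin during compound exposure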
# PglD inh – inhibitors of Campylobacter jejuni PglD acetyltransferase; inhibition, % at 12.5 µM; purified PglD enzyme, DTNB colorimetric CoA detection; AID 602405; actives 0.098% (n = 360,000); in the data active = inhibition above about 16%, passing the limit was not always enough; inconclusive = no clear call, values can overlap the other calls; note: strong numbers were not always called active
# PGC1a acetyl inh – lowers PGC1a acetylation signal in U2OS cells; AlphaScreen anti-acetyl-lysine; with virally co-expressed GCN5 acetyltransferase; inhibition, % at 15.6 µM; actives 0.17% (n = 350,000); AID 651687;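 active = every replicate shows inhibition of at least 40%; inconclusive = mean inhibition at least 40% but some replicate below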;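 note: 0% = neutral control wells and 100% = positive control wells; some results beyond the cut were filed as inactive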
# LGR2 antag – blocks bursicon-induced cAMP signaling via Drosophila LGR2; HEK293 LGR2, CRE-luciferase, bursicon-stimulated, 4 h; inhibition, % at 9.99 µM; actives 0.35% (n = 380,000); AID 720647;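 active = drop in luminescence signal, shown as inhibition above about 50% in the replicate tests, limit read from the data, passing the limit was not always enough; inconclusive = probably only some replicates passing the limit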;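 note: agonist challenge used bursicon conditioned medium at about half maximal strength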
# PAX8 reporter – inhibitors of PAX8 transcriptional activity in RMG-I cells; RMG-I TPO-luciferase reporter, SteadyGlo, 24 h; inhibition, % at 12.6 µM; actives 1.2% (n = 360,000);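 active = mean replicate inhibition at least 60% with every replicate also reaching 60%; inconclusive = only one of the two criteria is met; inactive = mean below 60% and not all replicates reaching 60%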;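 note: luciferase light reporting Pax8 driven TPO promoter activity; plate controls were median of neutral control wells for no effect and mitoxantrone controls for full effect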
# Cneo AK release – causes C. neoformans cell lysis. adenylate kinase release luminescence, 4 h; normalised: neutral wells 0, clomiphene wells 100. lysis activity, % at 15 µM. actives 0.2% (n = 360,000);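 active = mean lysis activity across replicates of at least 80%, whatever share of replicates individually reach that level; inactive = mean lysis activity below 80%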
#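 Assay system: C. neoformans cells. Amount: yeast cell density of 5 × 10^6 cells/mL. Technique: AK luminescence. Buffer or medium: YPD. Times: static 4 h at 37 °C with compound, 1 h detection. Dosing: single-point compound dose. Read-out: lysis from increased AK signal.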
# ARNT-TACC3 inh – disruptors of human ARNT/TACC3 interaction; Q9Y6A5; AlphaScreen His-ARNT PAS-B/GST-TACC3 binding, luminescence; TACC3 fragment carries E629A point mutation; inhibition, % at 9.99 µM; actives 0.66% (n = 390,000); AID 623870;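 active = mean inhibition of replicates at least 50% and at least half of replicates each reaching 50%; inconclusive = half or more replicates reach 50% but mean below 50%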;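 note: 0% = complete ARNT plus TACC3 wells and 100% = ARNT alone without TACC3; many hits fall short of the cut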
# GSIS activator – GLuc luminescence reporter in INS-1E cells, primary screen for activators of glucose-dependent secretion of insulin; INS-1E GLuc reporter insulin secretion, 2-3 h; actives 0.61% (n = 370,000); activation, % at 16.6 µM; AID 743287;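 active = lowest replicate activation of at least 40%, so every replicate reaches that level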;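 note: 0% = median of neutral control wells and 100% = median of IBMX positive control wells; some compounds called inactive have numbers as strong as hits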
# An asterisk follows results filed as active; ? = inconclusive; . = no result given.
# The line under a structure holds: Cneo AK release	GSIS activator	PAX8 reporter	PGC1a acetyl inh	C2C12 statin	PglD inh	LGR2 antag	ARNT-TACC3 inh
1: CCOC(=O)c1c(C)n(C)c2cc(OCCN(CC)CC)ccc12
    1.8	.	.	5.8	-5.9	-2.6	.	4.6
2: CC(=O)Nc1ccc2c(c1)C(=O)N(C)[C@@H]1CC[C@@H](CC(=O)NCC3CC3)O[C@@H]1CO2
    -0.4	6.1	-10.0	5.4	5.8	1.7	-3.2	-20.2
3: COc1ccccc1-n1c(C)nc2cc(C(=O)NCCN3CCOCC3)ccc21
    .	35.9	9.4	-6.2	4.7	.	-9.8	30.1
4: CCC(=O)Nc1ccc2c(c1)ncn2C
    0.8	18.7	2.4	8.9	1.5	3.2	-15.5	8.2
5: O=C(Cn1ccc2ccccc2c1=O)N1CCN(c2cccc(Cl)c2)CC1
    1.2	-12.3	.	-9.2	.	-1.7	-7.5	-1.4
6: CN1CCCCN2[C@H](CO)[C@H](c3ccc(C#Cc4ccccc4F)cc3)[C@@H]2C1
    41.2	-0.3	-45.3	-1.6	-11.4	-2.8	-8.6	-2.5
7: Cc1cccc(Nc2ccc([N+](=O)[O-])cn2)c1
    -1.5	-10.3	-31.9	3.0	-0.9	-2.8	-33.3	3.1
8: CCOC(=O)C1CCN(C(C)=C2C(=O)c3ccccc3C2=O)CC1
    0.4	.	.	-0.6	.	-5.4	.	-2.5
9: Cc1cc(C)cc(NC(=O)CSc2nncn2-c2ccccn2)c1
    7.2	-12.5	-0.1	.	-3.7	-3.4	.	-2.5
10: O=C(c1cccc(Br)c1)N1CCN(C2=NS(=O)(=O)c3ccccc32)CC1
    -0.2	-3.4	19.1	.	1.0	1.1	-12.1	.
11: COC(=O)c1ccccc1NC1c2ccccc2C(=O)N1c1cccnc1 (stereo unspecified)
    3.3	15.8	21.6	8.3	20.9	-0.2	8.1	1.1
12: CC(=O)NC1Sc2ccccc2N=C1c1ccccc1 (stereo unspecified)
    -2.9	7.9	.	2.7	.	4.3	-49.4	2.4
13: Cc1noc(C)c1S(=O)(=O)N(C)C[C@H]1OCCCC[C@H](C)Oc2ccc(NC(=O)c3ccccc3)cc2C(=O)N([C@H](C)CO)C[C@@H]1C
    1.5	-12.4	-24.9	-27.2	.	-1.6	-12.0	-6.2
14: Cc1ccc(OCCC(=O)OCC(=O)N2CC(=O)Nc3ccccc32)cc1
    0.8	3.8	17.7	-4.8	6.5	2.1	10.4	.
15: Cc1nnc(NC(=O)c2ccc(S(=O)(=O)N3CCOCC3)cc2)s1
    .	1.3	-6.6	-14.1	.	.	3.9	.
16: CC1(C)Cc2cccc(OCC(=O)NCCc3ccc(S(N)(=O)=O)cc3)c2O1
    -0.8	-0.8	5.2	10.2	10.6	-4.9	12.8	-2.2
17: O=C(CSc1nnc(CCCN2C(=O)c3cccc4cccc(c34)C2=O)n1-c1ccccc1)NCCCO
    -3.4	3.9	-6.4	-1.3	.	-7.4	-15.2	-5.6
18: Cc1cccc(CNC(=O)CCCn2nc(C)c3c(C)n(-c4ccccc4)nc3c2=O)c1
    0.8	-5.2	14.3	3.3	3.1	0.7	0.6	-1.0
19: O=C(O)c1ccccc1C(=O)Nc1ccccn1
    -0.6	.	.	4.4	5.7	0.8	.	-4.4
20: COc1ccc(C2=NOC(C(=O)NCCCN3CCOCC3)C2)cc1 (stereo unspecified)
    1.5	4.9	.	7.2	-1.3	-1.0	-4.8	-3.8
21: O=C(Nc1ccc2c(c1)[C@H]1C[C@@H](CC(=O)N3CCCCC3)O[C@@H](CO)[C@H]1O2)NC1CCCCC1
    .	-2.3	8.5	0.6	.	.	10.0	.
22: CN(C)CC(=O)Nc1ccc2c(c1)[C@H]1C[C@H](CC(=O)NCc3cc(F)ccc3F)O[C@@H](CO)[C@H]1O2
    -3.8	7.8	-7.4	7.0	-3.1	-3.2	11.6	-3.5
23: CC(=O)c1ccc(NC(=O)CNc2cc(S(=O)(=O)N3CCOCC3)ccc2N2CCCC2)cc1
    0.8	1.3	8.9	-3.5	18.0	3.4	-10.3	19.9
24: CCNc1nc(NCc2ccccc2)nc(Oc2ccc(=O)[nH]n2)n1
    -0.1	.	8.3	2.4	8.5	-1.7	.	1.3
25: O=C1N(c2ccccc2C(F)(F)F)OC1(Cc1ccccc1)c1ccccc1 (stereo unspecified)
    -0.9	5.3	24.3	-12.8	.	7.3	15.0	-2.5
26: COc1ccc(Cl)cc1NC(=O)CN(C)C(=O)c1cccc(S(=O)(=O)N2CCN(C)CC2)c1
    -1.5	-13.2	7.6	.	-5.5	4.3	14.5	-8.0
27: Cc1nn(-c2ccccc2)c(N)c1N=Nc1ccc2ccccc2c1
    0.1	-22.6	-191.4	-4.9	-0.3	-10.8	-81.9	.
28: N/C(=N\OC(=O)c1ccc2ccccc2c1)c1ccccc1Cl
    -5.7	-2.6	-129.0	0.8	1.3	1.1	-103.1	-5.7
29: Cc1ccc(CNC(=O)C23CN(Cc4ccccc4)CC2C(c2ccc([N+](=O)[O-])cc2)=NO3)cc1 (stereo unspecified)
    -0.9	-11.0	-5.1	-7.3	91.9*	-2.9	-4.1	.
30: CN1C2C=C3C(C#N)=C(N)C(C#N)(C#N)[C@@H](c4cccs4)C3C1CC2 (stereo partly specified)
    0.6	.	.	-1.9	10.3	6.8	.	2.9

# Remaining list, next part.
# The line under a structure holds: Cneo AK release	GSIS activator	PAX8 reporter	PGC1a acetyl inh	C2C12 statin	PglD inh	LGR2 antag	ARNT-TACC3 inh
31: CNC(=O)C[C@@H]1CC[C@H]2[C@@H](COC[C@H](O)CN2C(=O)Nc2ccc3c(c2)OCO3)O1
    89.1*	4.8	.	7.0	16.3	-0.5	-0.5	0.1
32: COc1cccc(-c2ccc3c(c2)O[C@@H](CN(C)Cc2ccncc2)[C@@H](C)CN([C@H](C)CO)S3(=O)=O)c1
    -2.8	-15.7	29.7	-9.1	-7.8	0.0	-24.2	-0.7
33: Cc1ccc2c(c1)N(CC(=O)N1CCN(C3CCCCC3)CC1)C(=O)CO2
    3.7	-6.0	5.6	-7.4	7.9	6.0	-0.1	.
34: CCCNC(=O)N1[C@H](CO)[C@H](c2ccccc2)[C@H]1CNC(=O)c1cccc(F)c1
    -1.4	4.4	23.8	-11.3	32.7	9.2	15.5	1.5
35: Cc1nn(-c2ccccc2)c(Cl)c1C(=O)N1CCN(c2ncnc3c2cnn3-c2ccccc2)CC1
    -0.6	.	.	?	13.5	-3.4	.	1.8
36: CC(C)NC(=O)Nc1ccc2c(c1)CC(=O)N([C@H](C)CO)C[C@@H](C)[C@H](CN(C)C(=O)Nc1ccccc1)O2
    -0.7	11.0	2.5	8.3	-7.8	1.4	-4.7	-0.1
37: OC[C@@H]1[C@H](c2ccc(C#CC3CC3)cc2)[C@H]2CN(CCC(F)(F)F)CCCCN12
    -1.3	.	-19.9	-9.9	.	2.6	.	21.5
38: O=C(NC1CCCCC1)C(c1ccncc1)N(C(=O)c1csnn1)c1ccccc1F (stereo unspecified)
    -0.3	-6.8	6.9	.	-1.1	0.0	-4.0	38.2
39: CO[C@@H]1CN(C)C(=O)c2cc(NC(=O)NC(C)C)ccc2OC[C@H](C)N(Cc2ccccn2)C[C@H]1C
    -2.2	6.7	-5.1	-15.0	-5.7	-1.5	2.7	-1.5
40: OCC1(Cc2ccc(Cl)cc2)CCN(Cc2ccc(F)c(F)c2)CC1
    -1.4	-12.4	16.4	-2.4	.	1.8	16.3	-0.5
41: CC(=O)c1ccc(N2CCN(C(=O)Cc3n[nH]c(=O)c4ccccc34)CC2)cc1
    0.0	16.8	10.4	7.8	7.5	3.2	17.8	7.1
42: CCc1nc(N2[C@H](C#N)[C@H](c3ccccc3-c3ccccc3F)[C@H]2CO)sc1C
    .	15.7	14.8	-13.1	.	.	-29.0	.
43: COc1ccccc1/C=C\C=N\n1c(-c2ccc(Cl)cc2Cl)n[nH]c1=S
    .	15.9	-4.5	.	.	.	21.6	9.8
44: Cc1ccc(-c2nnc(-c3ccc(NC(=O)c4ccco4)cc3)o2)cc1
    -2.4	.	.	-0.6	9.9	2.7	.	9.9
45: COCC#Cc1ccc2c(c1)O[C@H](CN(C)Cc1cncnc1)[C@H](C)CN([C@H](C)CO)S2(=O)=O
    -2.5	12.6	.	3.3	.	-1.9	-29.0	-1.2
46: O=c1[nH][nH]c(-c2ccccc2)c1C=Nc1ccccc1Cl
    -3.4	17.9	2.1	?	11.6	2.3	.	1.3
47: C[C@@H]1CN([C@@H](C)CO)C(=O)c2cc(NC(=O)Cc3ccccc3)ccc2O[C@H]1CN(C)Cc1ccc(Oc2ccccc2)cc1
    -0.1	-19.0	.	-11.6	-22.9	1.4	10.0	5.2
48: CCCNC(=O)N1CC2(C1)[C@@H](c1ccccc1)[C@@H](CO)N2CC1CCOCC1
    .	2.5	-13.8	-0.6	.	.	12.7	.
49: CN1CCN(C2CN(C3CCCC3)S(=O)(=O)C2)CC1 (stereo unspecified)
    -0.6	13.2	-7.4	3.4	-5.1	-0.7	4.9	.
50: COC1CCCN(Cc2c(C(=O)N3CCN(C4CCCCC4)CC3)nc3ccccn23)C1 (stereo unspecified)
    -0.7	-2.7	4.5	.	-0.6	0.5	-6.3	-2.1
51: CCCCCC(=O)Nc1ccc(N2CCN(CC)CC2)c(Cl)c1
    -0.3	4.6	.	-10.9	-74.1	8.1	-86.2	.
52: Cc1ccc(CN(C)C[C@@H]2OCc3cn(nn3)CCCC(=O)N([C@H](C)CO)C[C@@H]2C)cc1
    1.5	8.4	.	9.7	8.3	1.9	-7.1	-2.8
53: Cc1[nH]oc(=O)c1N=Nc1ccccc1
    .	-0.2	16.1	-16.9	-1.8	.	2.0	.
54: COC(=O)C1CCN(C(=O)COc2ccc(Cl)cc2)CC1
    4.1	.	-5.5	0.8	6.3	2.3	.	-4.4
55: O=C(N1CCCCCC1)N1CCN(C(=O)N2CCOCC2)CC1
    0.9	.	.	3.3	.	-15.7	.	-8.6
56: C[C@H]1CN([C@@H](C)CO)C(=O)c2cc(C#CC3CC3)cnc2O[C@@H]1CN(C)C(=O)Cc1ccccn1
    9.5	-1.2	.	-3.5	24.8	0.9	-0.3	-5.6
57: COc1cccc(/C=C/C(=O)N2CCN(S(=O)(=O)c3ccccc3)CC2)c1OC
    1.0	-7.9	-16.6	7.3	.	-1.3	-3.8	-10.3
58: CCC(C)(C)NC(=O)C(c1cccn1C)N(C(=O)Cn1nnc2ccccc21)c1ccc(OC)cc1 (stereo unspecified)
    0.3	.	.	2.9	3.3	-2.7	.	-2.0
59: COc1cc(CNC(=O)CCn2nc(C)c3c(C)n(-c4ccccc4)nc3c2=O)cc(OC)c1OC
    6.0	0.9	-8.8	5.1	-1.0	-4.8	0.5	2.2
60: Cc1ccc(SCCOCCN2CCc3ccccc3C2)cc1
    5.4	-13.0	10.6	.	-8.1	-5.0	-23.5	6.8
61: COc1ccc(/C=C/C=N/NC(=O)COc2ccc(OC)cc2)cc1
    .	-3.8	-22.3	.	.	.	0.3	-4.9
62: O=C(C[C@H]1CC[C@H]2[C@@H](COC[C@@H](O)CN2C(=O)c2ccccc2F)O1)NCc1ccc(Cl)cc1
    -1.5	5.4	3.0	-2.5	-4.0	0.6	-5.0	-2.9

# Three compounds out of the list above, ordered by the value under GSIS activator, rising:
No.	Structure	GSIS activator
15	Cc1nnc(NC(=O)c2ccc(S(=O)(=O)N3CCOCC3)cc2)s1	1.3
52	Cc1ccc(CN(C)C[C@@H]2OCc3cn(nn3)CCCC(=O)N([C@H](C)CO)C[C@@H]2C)cc1	8.4
36	CC(C)NC(=O)Nc1ccc2c(c1)CC(=O)N([C@H](C)CO)C[C@@H](C)[C@H](CN(C)C(=O)Nc1ccccc1)O2	11.0
